hcGAS lum: human cGAS inhibition. recombinant h-cGAS, ATP depletion, Kinase-Glo luminescence. inhibition, % at 12.5 µM. actives 0.081% (n = 290,000). AID 1259398;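 note: 0% = vehicle reaction and 100% = reaction without DNA for no activity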
Target sequence (Q8N884 whole entry, looked up): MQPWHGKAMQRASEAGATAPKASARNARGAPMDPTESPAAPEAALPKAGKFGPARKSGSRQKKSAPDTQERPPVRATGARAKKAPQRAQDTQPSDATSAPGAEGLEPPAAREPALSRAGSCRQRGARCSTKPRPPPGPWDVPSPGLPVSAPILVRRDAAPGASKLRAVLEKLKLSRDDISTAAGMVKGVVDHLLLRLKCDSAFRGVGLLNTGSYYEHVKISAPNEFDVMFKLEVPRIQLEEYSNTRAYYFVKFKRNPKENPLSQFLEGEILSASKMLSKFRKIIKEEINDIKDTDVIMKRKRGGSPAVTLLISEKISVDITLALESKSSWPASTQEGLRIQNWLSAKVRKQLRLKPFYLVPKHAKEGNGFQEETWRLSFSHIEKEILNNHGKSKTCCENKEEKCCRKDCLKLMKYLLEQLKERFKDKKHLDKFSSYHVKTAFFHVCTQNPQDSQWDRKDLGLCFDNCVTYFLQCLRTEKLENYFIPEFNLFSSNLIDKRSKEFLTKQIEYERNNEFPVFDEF
mcGAS inh: blocks mouse cGAS activity | Q8C6L5 | recombinant cGAS, Kinase-Glo ATP depletion luminescence | inhibition, % at 12.5 µM | actives 0.15% (n = 160,000);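 note: 0% = negative control wells and 100% = reference inhibitor with no enzyme activity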
NPYLR7 ag: mosquito NPYLR7 agonism; AID 1259423; activation, % at 10 µM; actives 0.15% (n = 270,000); HEK293T NPYLR7/Galpha15, GCaMP6s calcium fluorescence; in the data active = activation above about 40%;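 note: 0% = vehicle and 100% = reference agonist at the receptor; some compounds past the cut are filed as inactive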
* marks the source's active call; other numbers are inactive results; / = not tested or not shown. Cut-off read from the data, not from the text of the source, unless noted: active = inhibition above about 40%; inactive = the rest.

The line under a structure holds: hcGAS lum, mcGAS inh, NPYLR7 ag
Cn1c(SCC(=O)C(C)(C)C)nnc1C1COc2ccccc2O1 (stereo not drawn)
  -10.5, /, 10.8
Cc1nccn1CCc1nc2cc(NC(=O)Nc3ccccc3)ccc2n1C
  -3.9, -5.6, -6.2
CN(CC(=O)N1CCCC1)C(=O)c1ccccc1Nc1ccccc1
  0.4, /, -1.1
Cc1ccsc1-c1nccn1CCc1nc(-c2cccnc2)n[nH]1
  -5.9, /, -1.7
CCn1c(C)cc(C(=O)N2C[C@@H](C)[C@](O)(C(C)C)C2)c1C
  -11.8, -4.5, /
Cc1ccc(C)c(N2CC(O)(c3cccs3)[N+]3=C2CCCCC3)c1 (stereo not drawn)
  -8.6, -10.1, -2.7
O=C(CCC1CCCC1)N1CCN(c2nc3nccc(-c4ccc(Cl)c(Cl)c4)n3n2)CC1
  -1.1, -4.9, 4.2
CC(C)(C)c1ccc(C(=O)Nc2ccccc2S(C)(=O)=O)cc1
  1.8, /, 3.3
CCOC(=O)c1nn(-c2ccc(C)cc2)c(=O)c2c(NC(=O)Cc3ccc(OCC)cc3)scc12
  -7.4, -7.8, 0.4
Cc1n[nH]c(C)c1S(=O)(=O)N(C)Cc1ccc(F)cc1F
  0.6, -1.7, -1.2
COc1ccc(OC)c(C2SCCN2C(=O)Nc2ccc(Cl)cc2Cl)c1 (stereo not drawn)
  -6.0, -5.7, 19.1
N#Cc1cn(C2CC2)c(=O)n(CC(O)c2ccc(OC(F)F)cc2)c1=O (stereo not drawn)
  -8.0, -17.1, 18.4
COc1cccc2cc(C(N)=O)c(=Nc3ccc(C(N)=O)cc3)oc12
  -1.8, -3.3, 12.1
Cc1cc(C)c2c(c1C(=O)NCc1ccc(NC(=O)NC(C)C)cc1)CC(C)(C)C2=O
  -4.3, -3.3, 5.4
COCCN1C(=O)NC(Cc2ccccc2Cl)(C2CCN(C(=O)/C=C/c3ccccn3)CC2)C1=O (stereo not drawn)
  -6.6, -10.8, 17.0

(further entries)
The line under a structure holds: hcGAS lum, mcGAS inh, NPYLR7 ag
O=C(NC(C(=O)N/N=C\c1sc2ccccc2c1Br)c1n[nH]c(=O)c2ccccc12)c1ccccc1 (stereo not drawn)
  -0.9, -0.9, -0.9
CC1(C(=O)NS(=O)(=O)c2cccs2)CCN1C(=O)c1ccccc1 (stereo not drawn)
  1.2, /, 1.3
NC(=O)Cc1cccc(C(=O)c2ccccc2)c1N
  -1.6, -1.8, 3.2
CSc1ccc(C(NS(=O)(=O)c2cccc(C)c2)c2cccc(Cl)c2Cl)cc1 (stereo not drawn)
  -7.5, -5.0, -5.2
COc1ccccc1C1=NN(C(=O)CCC(=O)O)C(c2cccc(Cl)c2)C1 (stereo not drawn)
  0.6, /, 3.0
Cc1noc(C)c1CNC(=O)c1cc2c([nH]c1=O)CCCC2
  -5.9, -11.0, 0.5
CCN(CC)c1ccc(/C=C2\C(=O)N(c3ccc([N+](=O)[O-])cc3)N=C2N2CCOCC2)cc1
  -3.9, 0.8, 12.7
O=C(N=Nc1c(O)[nH]c2ccc(F)cc12)c1ccccc1
  -5.4, /, -5.0
O=C(CN1CCc2ccccc2C1)N1N=C(c2ccccc2F)CC1c1ccc(Cl)cc1 (stereo not drawn)
  60.1*, -3.4, 14.5
COc1cc(-c2ccc(=O)n(CC(=O)Nc3ccc(C)c(Cl)c3)n2)cc(OC)c1OC
  -3.3, /, 16.2
COc1cc(OC)cc(C(=O)N2CCN(c3ccc(C)c(Cl)c3)C(=O)C2C)c1 (stereo not drawn)
  -1.5, -3.7, 4.6
COc1cccc(O)c1CN1CCCC(Nc2ccc(C(C)C)cc2)C1 (stereo not drawn)
  -9.9, /, 7.7
CCOC(=O)/C(C#N)=N/Nc1cc(C(N)=O)cc(C(N)=O)c1
  -1.1, -4.5, -4.3
CCOc1ccc(-n2c(=O)c3ccc(Cl)cc3n(CC(=O)NCc3cccnc3)c2=O)cc1
  4.5, 1.2, 1.2
CSC(=O)NC12CC3CC(C1)CC(C(=O)N1CCn4cncc4C1)(C3)C2
  0.0, -0.2, /

Continuation.
The line under a structure holds: hcGAS lum, mcGAS inh, NPYLR7 ag
O=C(C=Cc1cccc(Br)c1)N(Cc1nnc(-c2ccc(Cl)cc2)o1)C1CC1
  -6.8, -8.1, 1.1
CC(=O)c1nnc2c(-c3ccc(Cl)cc3)c(C)nn2c1C
  -9.4, /, -10.8
Cc1noc(-c2ccccc2Cl)c1C(=O)N[C@H]1CCC[C@@H]1OCc1ccccc1
  -1.8, -6.2, 3.2
CCOC(=O)c1cc(-c2cccc(OC)c2)n(-c2ccc(C(=O)NC3CC3)cc2)n1
  -6.6, -6.6, 2.8
COc1ccc2nc(NC(=O)/C=C/c3ccccc3)sc2c1
  -4.2, -5.2, -2.5
O=C(Nc1ccc(C(F)(F)F)[nH]c1=O)c1ccccc1
  -3.7, -17.2, 3.4
CS(=O)(=O)N1N=C(c2ccco2)CC1c1ccc(Br)cc1 (stereo not drawn)
  -4.3, /, -0.6
CCn1ncnc1C(C)NC(=O)c1ccc(CN2CCCCC2)cc1 (stereo not drawn)
  -7.1, -7.8, 11.2
CC(O)c1ccc(Oc2ccc(Br)cc2)cc1 (stereo not drawn)
  -11.6, /, 12.7
CCS(=O)(=O)N1CCCN(c2nc(Cc3ccc(C)cc3)nc3c2c(C)nn3-c2ccccc2)CC1
  3.4, -0.5, -3.6
CCOC(=O)c1nc2ccccc2nc1N1CCN(C(=O)C(C)C)CC1
  -11.1, -3.2, 10.6
CN(Cc1ccccc1)c1nc2c(c(=O)[nH]c(=O)n2C)n1CCSc1nc2ccccc2[nH]1
  -7.2, -7.7, 2.9
COc1cc2c(cc1OC)CN(S(=O)(=O)c1ccc(OC)c(N3CCN(S(=O)(=O)c4cccc(F)c4)CC3)c1)CC2
  -1.8, -7.5, 19.9
COc1cc(COc2ccc(NC(C)=O)cc2)c(OC)cc1Br
  -7.8, -7.9, 0.2
CCN(CC)Cn1c(O)c(N=NC(=O)c2ccc(C)cc2)c2ccccc21
  0.4, -4.0, -8.5

Going on with the list:
The line under a structure holds: hcGAS lum, mcGAS inh, NPYLR7 ag
C/C(=N/Nc1nc(N2CCOCC2)nc(N2CCOCC2)n1)c1ccc(Cl)cc1
  -5.3, /, -5.8
Cc1cc2c(cc1C)C(=O)C(N1CCOCC1)=C(c1ccccc1)C2=O
  -10.6, /, -3.1
CC(C)CNC(=O)C(NC(=O)c1ccc(F)cc1)C1CCN(C(=O)c2ccc(C(F)(F)F)cc2)CC1 (stereo not drawn)
  1.3, -0.2, -7.5
Cc1ccc(S(=O)(=O)NCCN(C)Cc2ccno2)cc1
  -8.9, /, 17.6
O=C(Nc1ccc(SCC(=O)N2CCCCC2)nn1)c1cccc(F)c1
  -0.7, /, -2.0
CCOC(=O)C1=C(C)N=c2s/c(=C/c3ccc(N(C)C)cc3)c(=O)n2C1c1ccc(C)cc1 (stereo not drawn)
  -2.5, -6.4, 18.4
CC1(C)C2(C(=O)N3CCN(c4nccc(-c5ccc6c(c5)OCO6)n4)CC3)CC[C@@]1(C)C(=O)O2
  2.1, 0.6, -1.1
CCOc1c[nH]c(C(=O)Nc2ccc(F)c(F)c2)cc1=O
  -10.4, /, 2.0
COc1cc(OC)cc(C(=O)Nc2cccc(C3SCC(=O)N3c3cccc(F)c3C)c2)c1 (stereo not drawn)
  -1.1, 1.0, -14.0
COCC(c1ccccn1)N(C)C(=O)c1nc2ccccc2[nH]1 (stereo not drawn)
  0.2, /, -4.1
Cc1nnc(CN2CCC[C@@]3(C4=CCOCC4)COCC[C@H]23)s1
  -12.8, -6.3, /
CCN(Cc1nc(COC)no1)C(=O)c1ccc2ccccc2n1
  -4.7, -11.4, 0.5
O=C(c1ccc(-n2cccn2)cc1)N1CCCC(Nc2ccc3c(c2)OCCO3)C1 (stereo not drawn)
  -7.6, /, 19.4
CCOC(=O)c1nn(-c2ccccc2)c(=O)cc1OCC(=O)NCc1ccccc1
  -5.5, /, 4.8
COc1ccc2oc(=O)c(-c3nnc(Nc4cc(C)cc(C)c4)s3)cc2c1
  3.0, -4.3, -7.1

Two entries picked at random from those above, as already listed:
The line under a structure holds: hcGAS lum, mcGAS inh, NPYLR7 ag
CCOC(=O)C1=C(C)N=c2s/c(=C/c3ccc(N(C)C)cc3)c(=O)n2C1c1ccc(C)cc1 (stereo not drawn)
  -2.5, -6.4, 18.4
COCC(c1ccccn1)N(C)C(=O)c1nc2ccccc2[nH]1 (stereo not drawn)
  0.2, /, -4.1

Remaining list, next part:
The line under a structure holds: hcGAS lum, mcGAS inh, NPYLR7 ag
C=CCNC(=O)COc1ccc2ccccc2c1
  -4.2, -3.7, 13.0
O=S1(=O)CCC(NS(=O)(=O)c2ccc(F)cc2)C1 (stereo not drawn)
  -10.1, /, 4.1
O=C1CN(C(=O)c2ccc(F)c(Cl)c2)CC(OCc2ccccn2)CN1Cc1ccccc1 (stereo not drawn)
  -5.1, -1.0, -0.9
Cc1ccccc1/C=C(/C#N)C(=O)N1CCN(C)CC1
  2.7, /, 3.6
Cc1nc(SCc2ccccc2)[nH]c(=O)c1CC(=O)NCCc1ccc(S(N)(=O)=O)cc1
  -6.4, -8.1, -8.8
CCOC(=O)C1(CCCc2ccccc2)CCN(C(=O)c2cccnc2SC)CC1
  -8.0, -9.5, 3.6
CCCN(Cc1c(CC)nn(-c2ccc(F)cc2)c1N1CCN(C(C)C)CC1)S(=O)(=O)c1ccc(F)cc1
  -3.4, -5.7, 6.5
Cc1cc(NS(=O)(=O)c2cc(Cl)c(N)c(Cl)c2)ccc1N(C)C
  -11.0, /, 6.6
O=C(CSc1nnc2ccc(-c3ccc(Br)cc3)nn12)NCC1CCCO1 (stereo not drawn)
  -5.6, -7.3, -14.4
O=C(CCc1ccc2c(c1)OCO2)N1CCCC(Nc2ccc3c(c2)OCCO3)C1 (stereo not drawn)
  -5.1, /, 6.7
O=C(O)[C@H]1C[C@@H](O)CCN1Cc1cn[nH]c1-c1ccc(Cl)cc1
  -4.2, /, 13.1
CCOC(=O)N1CCC(NC(=O)c2cccnc2Oc2cccc([N+](=O)[O-])c2)CC1
  -4.8, -5.3, -0.4
CC(=O)NC(C)C(=O)Nc1cccc(Sc2ccccc2)c1 (stereo not drawn)
  -14.3, /, -4.6
O=C(c1cn(CCN2CCCCC2)nn1)N1CCCN(Cc2cccs2)CC1
  -10.1, /, 17.4
CCc1ccc(-c2nc(C(=O)NNC(=O)N3CCN(CC(=O)N(CC)CC)CC3)cs2)cc1
  -4.4, -5.5, 14.4

Another view of some results above:
| SMILES | hcGAS lum | mcGAS inh | NPYLR7 ag |
| --- | --- | --- | --- |
| CCCN(Cc1c(CC)nn(-c2ccc(F)cc2)c1N1CCN(C(C)C)CC1)S(=O)(=O)c1ccc(F)cc1 | -3.4 | -5.7 | 6.5 |
| Cc1ccc(S(=O)(=O)NCCN(C)Cc2ccno2)cc1 | -8.9 | / | 17.6 |
| O=C(CSc1nnc2ccc(-c3ccc(Br)cc3)nn12)NCC1CCCO1 (stereo not drawn) | -5.6 | -7.3 | -14.4 |
| CCOC(=O)/C(C#N)=N/Nc1cc(C(N)=O)cc(C(N)=O)c1 | -1.1 | -4.5 | -4.3 |

An excerpt from above, showing only hcGAS lum and NPYLR7 ag.
| Structure | hcGAS lum | NPYLR7 ag |
| --- | --- | --- |
| Cc1cc(NS(=O)(=O)c2cc(Cl)c(N)c(Cl)c2)ccc1N(C)C | -11.0 | 6.6 |
| O=C(CSc1nnc2ccc(-c3ccc(Br)cc3)nn12)NCC1CCCO1 (stereo not drawn) | -5.6 | -14.4 |

(more compounds)
The line under a structure holds: hcGAS lum, mcGAS inh, NPYLR7 ag
COc1cc(CN)ccc1OC(C)(C)C
  4.2, /, 3.5
O=C(C1Cc2ccccc2O1)N1CC(c2ccncc2)C1 (stereo not drawn)
  3.1, /, 1.2
CC(=O)N1CCN(C(=O)c2cc(C)nc3c2c(C)nn3C)CC1
  8.2, 2.4, -10.8
C=C(C)CNC(=O)CCc1nnc(Cc2cc(OC)ccc2OC)o1
  -4.1, /, -6.7
CCc1ccc(CCC(=O)NCCN2C(=O)SC(=Cc3ccc4c(c3)OCO4)C2=O)cc1
  5.4, -1.1, 6.5
CCCc1nc(N2CCCN(C(=O)c3cccs3)CC2)c2c(C)nn(-c3ccccc3)c2n1
  3.8, -1.0, /
COCCNC(=O)CCc1nnc(-c2ccc(S(C)(=O)=O)cc2)[nH]c1=O
  -5.4, /, 6.3
Oc1oc(-c2ccc(Cl)cc2)nc1C=Nc1cccc(F)c1
  -1.9, /, -4.4
Cc1nn(-c2ccccc2)c(C)c1NC(=O)C1CC2CCCC(C1)C2=O (stereo not drawn)
  -9.7, -8.1, 12.2
Fc1ccc(F)c(CN2CCCn3cccc3C2c2ccccc2F)c1 (stereo not drawn)
  -9.0, -7.2, 13.8
CC(c1nc(N)nc(N(C)C)n1)N1CCc2sccc2C1 (stereo not drawn)
  -4.8, -8.5, 5.6
COc1ccc(CCCNC(=O)c2ccc(N(C)C)nc2)cc1
  -0.5, -7.5, -0.7
COC(=O)c1ccc(S(=O)(=O)NCCc2nc(C)cs2)o1
  -16.5, -14.3, 4.5
COc1ccc(Cc2[nH]n3c(=O)cc(C)nc3c2-c2ccccc2)cc1
  -3.8, /, -5.7
COc1ccc(OC)c(-c2c[n+](=O)c3c(n2[O-])CCCC3)c1
  -1.9, /, 6.7
CCOC(=O)N1CCC(NC(c2ccncc2)c2ccc(C)cc2)CC1 (stereo not drawn)
  -3.6, /, 17.6
O=C(OCc1nnnn1C1CC1)C1CC1c1ccco1 (stereo not drawn)
  -7.0, /, -3.3

Screening results as filed in PubChem BioAssay.
